# West Nile virus CPE = inhibition of WNV-induced cytopathic effect – cell-based, CPE readout (AID 1621). CPE inhibition, % at 10 µM; hits with a dose series show IC50 in µM. actives 0.02% (n = 290,000). West Nile virus-infected cells, CPE inhibition; higher % means a stronger effect; in the data active = a potency from the dose series; inconclusive = CPE inhibition mostly from about 3.7% at the one dose, without a potency; inactive = the rest, 99 in 100 with CPE inhibition below about 2.2%; note: strong numbers were not always called active
# Siah-1 displacement = blockers of Siah-1 interaction with plectin peptide – biochemical, fluorescence polarization, rhodamine-plectin, uHTS, primary screen (AID 1817) | Siah-1 / rhodamine-plectin peptide fluorescence polarization; higher % means a stronger effect | one-dose displacement, % at 20 µM; IC50 in µM for titrated hits | actives 0.02% (n = 290,000);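 active = displacement of at least 50% at 20 µM, with a fluorescence ratio check between 0.3 and a set limit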;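 note: plate controls were Siah plus tracer with DMSO for no effect and tracer alone without Siah for full effect; strong numbers were not always called active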
# Large T inhibition = TAg ATPase/helicase activity blockers – biochemical (AID 1903); SV40 large T antigen ATPase/helicase inhibition assay; higher % means a stronger effect; actives 0.39% (n = 310,000); inhibition, % at 20 µM, or IC50 in µM where a hit was titrated; in the data active = a potency from the dose series; inconclusive = inhibition mostly from about 32% at the one dose, without a potency; inactive = the rest, 99 in 100 with inhibition below about 32%; note: strong numbers were not always called active
# NTR1 agonist = agonists of NTR1, primary screen, imaging, U2OS cells, beta-arrestin-GFP, high content (AID 493036) | actives 0.17% (n = 330,000) | NTR1-U2OS beta-arrestin-GFP spot imaging, agonist mode | activation, % at 20 µM | P30989;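 active = activation at or above 40% of the spot to cytoplasm intensity ratio, with at least 20 cells analyzed; inconclusive = wells under 20 cells, flagged as cytotoxic or low count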;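 note: 0% = DMSO without peptide and 100% = 100 nM NTR1 peptide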
# Target sequence (P30989 whole entry, looked up): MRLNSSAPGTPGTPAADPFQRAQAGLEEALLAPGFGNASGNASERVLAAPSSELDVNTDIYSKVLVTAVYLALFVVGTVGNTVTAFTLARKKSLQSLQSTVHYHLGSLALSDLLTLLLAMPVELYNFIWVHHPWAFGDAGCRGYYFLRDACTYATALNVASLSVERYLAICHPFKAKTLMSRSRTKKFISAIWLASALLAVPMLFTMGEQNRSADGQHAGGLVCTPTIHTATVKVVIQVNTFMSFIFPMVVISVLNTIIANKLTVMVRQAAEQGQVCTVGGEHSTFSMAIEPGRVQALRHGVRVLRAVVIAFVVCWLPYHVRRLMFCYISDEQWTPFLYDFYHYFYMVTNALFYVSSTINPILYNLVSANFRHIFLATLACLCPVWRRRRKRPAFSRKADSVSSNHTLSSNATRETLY
# AID2073 = inhibitors of Mint1-CaV2.2 protein interaction, biochemical, HTRF (AID 2073); actives 0.19% (n = 290,000); HTRF protein-protein interaction, Mint1-CaV2.2; higher % means a stronger effect; one-dose inhibition, % at 20 µM; IC50 in µM for titrated hits; in the data active = inhibition mostly above about 51%, no sharp cut-off; inconclusive = no clear call, values can overlap the other calls; inactive = mostly below about 53%; note: some results filed as inactive read as strong as hits
# UTI89 phage lysis = protection from phage-mediated lysis, alamar blue read-out – E. coli UTI89, K1F phage, bacterial capsule biogenesis inhibitors (AID 488966); actives 0.02% (n = 340,000); E. coli UTI89 K1F phage lysis, alamar blue, 2 h; higher % means a stronger effect; one-dose inhibition, % at 100 µM; IC50 in µM for titrated hits;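 active = phage lysis inhibition, versus mean bacterial control, above a set limit; inconclusive = no clear call, values can overlap the other calls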;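 note: capsule biogenesis inhibitors block K1F phage lysis so surviving cells raise fluorescence; higher fluorescence means more inhibition of phage lysis; actives were called in the ten point dose series up to 300 µM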
# MgcRacGAP inhibition = MgcRacGAP GTPase-activating activity inhibitors, confirmation, biochemical, ADP Hunter fluorescence; MgcRacGAP-stimulated Rac1 GTP hydrolysis, ADP Hunter fluorescence; higher % means a stronger effect; GST-tagged Rac1 F28L mutant substrate; inhibition, % at 30 µM; hits with a dose series show IC50 in µM; actives 0.6% (n = 340,000); AID 624330;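 active = first-screen hits whose inhibition reached a set limit at any dose in the follow-up dose series; inconclusive = inhibition above the set first-screen limit but never retested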;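 note: fluorescence reports GDP produced by GAP-driven GTP hydrolysis; strong numbers were not always called active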
# Dengue-2 NS5 capping = flavivirus cap methylation enzyme inhibition – biochemical, confirmation dose response, primary screen (AID 588689). Dengue-2 NS5 methyltransferase capping enzyme assay, biochemical; higher % means a stronger effect. inhibition, % at 25 µM, or IC50 in µM where a hit was titrated. actives 0.3% (n = 340,000); in the data active = a potency from the dose series; inconclusive = inhibition above about 29% without an active follow-up result
# RSV antiviral HEp-2 = RSV antiviral activity via CPE protection, HEp-2 cells, primary 10 µM value included (AID 2391) | CPE inhibition, % at 10 µM, or IC50 in µM where a hit was titrated | HEp-2 cells, RSV-induced CPE inhibition; higher % means a stronger effect | actives 0.13% (n = 310,000); in the data active = a potency from the dose series; inconclusive = CPE inhibition mostly from about 23% at the one dose, without a potency; inactive = the rest, 99 in 100 with CPE inhibition below about 21%; note: strong numbers were not always called active
# NTR1 agonist cell count 20 µM = second read-out of NTR1 agonist, no call of its own (marks repeat the call); cell count; measured here: cell count, cytotoxicity flag
# Dengue-2 NS5 capping pilot replicate = second read-out of Dengue-2 NS5 capping, no call of its own (marks repeat the call); inhibition, %; measured here: pilot screen replicate inhibition
# The depositor's hits bear a star; u = inconclusive; x = not tested or not shown; [ ] = remark or other dose.
# Start of the data: the first two entries, to show the layout:
SMILES,West Nile virus CPE,Siah-1 displacement,Large T inhibition,NTR1 agonist,NTR1 agonist cell count 20 µM,AID2073,UTI89 phage lysis,MgcRacGAP inhibition,Dengue-2 NS5 capping,RSV antiviral HEp-2,others
CC(c1ccncn1)N(C)C(=O)c1ccc2oc(Cc3ccccc3)nc2c1 (stereo not drawn),-0.6%,-6%,2%,0.5,56,11%,-0.2%[50 µM],7%,0%,2.7%,
COc1ccc(CC(=O)Nc2ccc(C(=O)Nc3ccccc3C(=O)O)cc2)cc1OC,0.2%,6%,12%,0.3,65,9%,0.2%,15%,3%,0.4%,

# The list itself, previewed entries included:
SMILES,West Nile virus CPE,Siah-1 displacement,Large T inhibition,NTR1 agonist,NTR1 agonist cell count 20 µM,AID2073,UTI89 phage lysis,MgcRacGAP inhibition,Dengue-2 NS5 capping,RSV antiviral HEp-2,others
CC(c1ccncn1)N(C)C(=O)c1ccc2oc(Cc3ccccc3)nc2c1 (stereo not drawn),-0.6%,-6%,2%,0.5,56,11%,-0.2%[50 µM],7%,0%,2.7%,
COc1ccc(CC(=O)Nc2ccc(C(=O)Nc3ccccc3C(=O)O)cc2)cc1OC,0.2%,6%,12%,0.3,65,9%,0.2%,15%,3%,0.4%,
N#Cc1ccc(CSc2nnc(-c3ccncc3)o2)cc1,-0.5%,5%,9%,-0.1,34,-2%,-1.3%,4%,0%,-0.8%,
COc1cc(NC(=O)c2ccco2)c(C(=O)OCC(=O)Nc2ncc(Cl)cc2Cl)cc1OC,0.6%,1%,17%,-0.5,85,-13%,-1.8%,9%,-1%,0.8%,
O=C(NCc1cccc(F)c1)C1CCN(C(=O)c2sccc2-n2cccc2)CC1,-1.1%,19%,7%,0.5,82,3%,0.2%,8%,-6%,3.1%,
Cc1cc(C)cc(C(=O)OCC(=O)Nc2cccc(S(=O)(=O)NC3=NCCCCC3)c2)c1,-0.6%,2%,5%,2.9,71,-3%,-0.7%[50 µM],-2%,-4%,5.3%,
Cc1ccc(F)cc1NC(=O)N1CCCN(c2ccc(C(F)(F)F)cn2)CC1,-0.7%,0%,7%,1.3,68,-12%,x,x,x,0.9%,
COc1ccc(CCNC(=O)c2cc(-c3ccc(C)cc3O)n[nH]2)cc1OC,0.2%,2%,7%,-0.1,36,10%,-0.7%,-1%,-3%,3.6%,
CC(C)CCNC(=O)c1c[nH]c2ccc(S(=O)(=O)N3CCC4(CC3)OCCO4)cc2c1=O,0.0%,15%,10%,3.6,37,0%,-0.1%,6%,-5%,0.3%,
Cc1nn(-c2ccccc2C(=O)O)c(=O)c2ccccc12,1.3%,-5%,2%,3.1,80,6%,5.3%,7%,-10%,1.1%,
O=C(NCc1ccccc1)C1(C(F)(F)F)C/C(=C\CCO)CCCO1 (stereo not drawn),-0.5%,x,2%,-4.5,57,x,0.1%,7%,10%,0.2%,
CSc1ccc(CNC(=O)C2Cc3cc(S(=O)(=O)N4CCCCC4)ccc3N2C(C)=O)cc1 (stereo not drawn),0.0%,3%,16%,-0.3,64,7%,1.7%,5%,-2%,1.7%,
O=C(C1CCCN(S(=O)(=O)c2cccc3nonc23)C1)N1CCN(c2cccc(Cl)c2)CC1 (stereo not drawn),0.3%,4%,0%,4.9,59,0%,0.6%,-1%,-3%,18%,
CCOC(=O)c1c(NC(=O)C2=C(C)NC(=S)NC2c2ccc(CC)cc2)sc(C)c1C (stereo not drawn),-1.1%,-4%,0%,12,40,28%,x,x,x,3.2%,
O=C(NCCOc1ccc(F)cc1)C1CCC(=O)N(CCCN2CCCC2=O)C1 (stereo not drawn),0.0%,0%,2%,0.3,44,6%,-2.6%,2%,-1%,0.3%,
C=CCNc1nc(Cl)nc(Nc2ccc(OC)cc2)n1,0.4%,-3%,10%,1.2,81,10%,1.3%,8%,1%,x,
COc1ccc(N2C(=O)CC(NCCNc3ccc([N+](=O)[O-])cn3)C2=O)cc1 (stereo not drawn),1.2%,-2%,0%,5.4,63,2%,-0.3%[50 µM],-3%,6%,0.4%,
Clc1ccc2oc(-c3cccnc3NCc3ccccc3)nc2c1,1.0%,9%,1%,1.1,101,15%,-0.2%,11%,-5%,2.4%,Dengue-2 NS5 capping pilot replicate=-5.2
CC(OC(=O)c1cccc(S(=O)(=O)Nc2cccc(C(F)(F)F)c2)c1)C(=O)Nc1ccc2c(c1)OCCO2 (stereo not drawn),u,0%,10%,0.0,60,32%,1.8%,12%,-1%,16%,
Cc1ccc(-c2nc(CSCC(=O)N3CCN(c4ccccn4)CC3)c(C)o2)cc1,-0.4%,0%,2%,1.0,68,4%,3.0%,7%,0%,14%,
CCCc1ccc(Oc2coc3cc(OCC(=O)Nc4ccccc4C)ccc3c2=O)cc1,-0.2%,11%,4%,7.7,78,-4%,2.2%,-8%,5%,0.9%,
CCCCOC(=O)Nc1nnc(C(C)C)s1,0.0%,-2%,1%,-0.3,55,-10%,2.8%,-8%,-14%,-0.2%,
COc1ccc(CCNc2ccncn2)cc1OC,0.2%,6%,-1%,2.3,89,0%,2.2%,0%,-6%,-1.0%,
O=C(Cn1nnc(-c2ccccc2F)n1)N1CCCCC1,0.1%,10%,4%,4.7,40,6%,-1.1%,-3%,-10%,0.6%,
CC(OC(=O)Cc1c[nH]c2ccccc12)C(=O)Nc1ccc(S(N)(=O)=O)cc1 (stereo not drawn),x,x,11%,0.1,44,x,0.8%[50 µM],6%,1%,1.8%,
COc1ccc(S(=O)(=O)NCC2CCC(C(=O)NCc3ccco3)CC2)cc1 (stereo not drawn),0.2%,-2%,2%,-0.2,60,0%,-0.2%,-3%,0%,2.3%,
Nc1nc2nonc2nc1N1CCCCC1,0.1%,-2%,18%,0.0,51,11%,0.1%,4%,-7%,1.6%,
O=C(CCN1C(=O)c2ccccc2C1=O)C1=NN[C@@H]2C(=O)N(c3ccc4c(c3)OCO4)C(=O)[C@H]12,0.5%,13%,12%,-0.4,66,-5%,x,x,x,x,
Cc1nc(NC(=O)c2ccco2)sc1-c1csc(Nc2ccc(Cl)cc2Cl)n1,-1.1%,0%,21%,6.4,37,6%,0.7%,9%,-2%,7.3%,
CCn1nc([N+](=O)[O-])c2c(-c3nc4ccccc4o3)c(N)n(CCCOC)c2c1=O,-0.3%,16%,19%,7.2,61,41%,0.5%,14%,3%,2.8%,
CC(=O)c1cc(N2CCC(C(=O)O)CC2)ccc1[N+](=O)[O-],0.1%,2%,1%,1.1,35,-13%,x,x,x,-0.5%,
CCOC(=O)c1c(CN(CC)CC)oc2cc(Br)c(O)cc12,-0.2%,-1%,6%,2.2,38,-1%,0.1%,11%,-3%,0.0%,
CC1CCN(S(=O)(=O)c2ccc3ncn(CC(=O)N(C)Cc4ccccc4)c(=O)c3c2)CC1,-0.6%,2%,-1%,-1.7,42,-1%,2.1%,6%,1%,2.3%,
CCOC(=O)N1CCN(C(=O)CCNS(=O)(=O)c2cc(Br)cnc2N)CC1,-0.1%,0%,16%,-1.5,89,5%,1.7%,2%,-3%,0.5%,
COc1cccc(C(=O)N2N=C(c3cccc(OC)c3)CC2(O)C(F)(F)F)c1 (stereo not drawn),-0.2%,-2%,8%,-0.1,56,32%,0.2%,3%,-10%,3.1%,
CC(=O)c1ccc(NC(=O)C(C)NCc2ccccc2Cl)cc1 (stereo not drawn),-0.1%,-4%,10%,-1.6,64,20%,0.2%,1%,-2%,1.7%,
O=C(Nc1ccc(S(=O)(=O)N2CCCCC2)cc1)c1ccccc1Cl,-0.7%,-2%,21%,0.9,94,-4%,0.2%,6%,0%,15%,
COc1ccc(-c2nnc(SCC(=O)NCCc3ccccc3)o2)cc1,0.2%,26%,21%,-1.9,44,2%,-0.3%,9%,-5%,-0.4%,
O=C(O)c1ccc(-c2noc(-c3ccccc3F)n2)cc1,0.8%,x,12%,-0.1,52,x,0.3%,0%,0%,2.8%,
CCC(CO)Oc1cc(NC(=O)c2ccccc2C)c2ncn(C(C)C)c2c1 (stereo not drawn),x,x,x,-0.1,52,x,0.7%,12%,8%,x,
CC(OC(=O)C1CCN(S(=O)(=O)c2ccccc2)CC1)C(=O)Nc1ncc(Cl)cc1Cl (stereo not drawn),0.0%,2%,18%,-3.8,97,8%,0.9%,5%,-7%,1.6%,
CCCCOC(=O)c1[nH]c2c(c1C)C(=O)CC(c1cc(OC)c(OC)c(OC)c1)C2 (stereo not drawn),0.0%,2%,3%,0.2,56,-3%,6.2%,2%,-1%,1.1%,
N#CNC1=NCN(Cc2ccccc2)CN1,0.7%,-3%,13%,0.5,89,14%,0.0%,9%,2%,0.0%,
C/C=C(\C)C(=O)NCCN1C2=NC[C@@H](C)N2C[C@H]1Cc1ccc(O)cc1,-0.2%,4%,4%,6.4,94,12%,1.1%,8%,-2%,0.4%,
CCCCCc1c(C)nc(SCC(=O)O)[nH]c1=O,0.1%,-2%,15%,-0.3,48,4%,0.2%,2%,-12%,5.9%,
CC1CN(C(=O)CCC(=O)NCc2ccccc2Cl)c2ccccc2S1 (stereo not drawn),-1.0%,-5%,x,-0.5,40,-1%,0.6%,-3%,-2%,-0.1%,
Cc1ccc(/C=N/N=C/c2ccc(C)s2)s1,-0.5%,2%,18%,1.9,66,-3%,5.0%,4%,-7%,1.9%,
COc1ccccc1N1CCN(Cc2c[nH]c3ccccc23)CC1,0.1%,4%,9%,-0.5,52,6%,x,x,x,1.9%,
CC(=O)Nc1sc(-c2ccc(Cl)cc2)nc1-c1ccccc1,0.1%,0%,x,2.1,49,6%,0.2%,1%,-5%,-0.4%,
CCN(CC)C(=O)CC(c1ccc2c(c1)OCO2)c1c(OC)cc(OC)c2c(-c3ccccc3)cc(=O)oc12 (stereo not drawn),-0.7%,24%,4%,-3.1,82,15%,1.7%,7%,-5%,2.2%,
CCOC(=O)c1ccccc1NC(=O)COC(=O)Cc1ccccc1F,x,x,x,2.4,38,x,-0.1%[50 µM],8%,-2%,x,

# 2 neighbouring entries from above, quoted:
SMILES,West Nile virus CPE,Siah-1 displacement,Large T inhibition,NTR1 agonist,NTR1 agonist cell count 20 µM,AID2073,UTI89 phage lysis,MgcRacGAP inhibition,Dengue-2 NS5 capping,RSV antiviral HEp-2,others
COc1ccccc1N1CCN(Cc2c[nH]c3ccccc23)CC1,0.1%,4%,9%,-0.5,52,6%,x,x,x,1.9%,
CC(=O)Nc1sc(-c2ccc(Cl)cc2)nc1-c1ccccc1,0.1%,0%,x,2.1,49,6%,0.2%,1%,-5%,-0.4%,
